Screening data from PubChem.
aSyn rescue – alpha-synuclein toxicity inhibition in yeast; Potency, µM (top dose mostly 46.1 µM), for the others: at the top dose growth rescue (activation), hits mostly activators; hit rate 0.14% among 370,000; Yeast expressing alpha-synuclein, growth rescue, BacTiter-Glo, 24 h; also: potency is read from the fitted curve at half-maximal effect; % of control where 0% means no effect; nearly all actives have a fitted effect of over 65% in size
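Rescue of yeast growth: cells expressing toxic alpha-synuclein, induced in galactose at OD600 0.02, incubated with compound 24 h at 30 C. ATP luminescence quantified growth; inhibitors of toxicity appear as activators.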
EPAC1 agonist – EPAC1 (human) agonism; O95398; EPAC1 agonist qHTS, biochemical assay; response scale: 100% = response to 6.5 mM cAMP; Potency, µM (series often up to 154 µM), without a hit: top-dose activation, hits mostly activators; hit rate 0.073% among 360,000; AID 720707; also: potency is read from the fitted curve at half-maximal effect; nearly all actives have a fitted effect of over 60% in size
Target sequence (O95398 whole entry, looked up): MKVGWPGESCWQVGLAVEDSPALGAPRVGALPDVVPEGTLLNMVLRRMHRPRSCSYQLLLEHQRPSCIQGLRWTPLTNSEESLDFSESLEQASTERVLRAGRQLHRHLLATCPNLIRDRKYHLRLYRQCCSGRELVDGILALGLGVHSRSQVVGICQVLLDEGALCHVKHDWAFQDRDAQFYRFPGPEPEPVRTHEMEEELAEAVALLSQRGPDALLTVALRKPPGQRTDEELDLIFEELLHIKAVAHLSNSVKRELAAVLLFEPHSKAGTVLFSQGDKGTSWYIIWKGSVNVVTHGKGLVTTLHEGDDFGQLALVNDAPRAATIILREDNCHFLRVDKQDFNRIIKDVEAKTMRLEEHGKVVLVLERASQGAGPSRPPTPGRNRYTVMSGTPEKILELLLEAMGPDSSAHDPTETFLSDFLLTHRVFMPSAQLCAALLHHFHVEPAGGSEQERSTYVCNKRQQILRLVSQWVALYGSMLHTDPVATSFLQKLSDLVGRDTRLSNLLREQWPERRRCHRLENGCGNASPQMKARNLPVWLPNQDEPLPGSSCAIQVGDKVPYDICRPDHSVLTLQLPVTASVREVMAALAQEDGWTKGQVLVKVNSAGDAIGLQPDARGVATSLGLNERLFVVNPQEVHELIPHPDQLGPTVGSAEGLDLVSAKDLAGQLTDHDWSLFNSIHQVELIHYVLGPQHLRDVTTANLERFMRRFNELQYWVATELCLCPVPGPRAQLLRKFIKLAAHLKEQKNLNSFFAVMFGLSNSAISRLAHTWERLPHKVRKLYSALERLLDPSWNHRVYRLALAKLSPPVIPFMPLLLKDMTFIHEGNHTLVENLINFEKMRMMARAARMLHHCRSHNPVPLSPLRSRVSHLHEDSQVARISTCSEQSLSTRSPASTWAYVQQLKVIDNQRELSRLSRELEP
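Compounds were pinned as a concentration titration into mixtures of EPAC1 (100 nM), BODIPY-GDP-loaded Rap1B (250 nM) and GDP (50 uM). After 5 min at room temperature, fluorescence was followed for 30 min; activity was scaled to 6.5 mM cAMP.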
Abeta rescue – restores growth of yeast expressing A-beta42 peptide. yeast expressing A-beta42, growth rescue, OD600, 48 h; response scale: 0% DMSO, 100% iron-clioquinol control. Potency, µM (highest dose often 46.1 µM), inactives show top-dose growth rescue, actives largely listed as activators. hit rate 0.063% among 410,000; also: potency is read from the fitted curve at half-maximal effect; nearly all actives have a fitted effect of over 55% in size
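Yeast A-beta toxicity model in growth medium with pinned compounds, 48 h at 30 C; growth read as absorbance at 600 nm. Normalized to FeCl3/clioquinol equimolar mix (positive) and DMSO (negative).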
PLK1 PBD block – blocks phosphopeptide binding to human PLK1 polo-box domain; P53350; Plk1 PBD binding of FITC phosphopeptide, fluorescence polarization; Potency, µM, for inactives: max response, negative = inhibition, most hits filed as inhibitors; hit rate 2.8% among 360,000; also: potency is read from the fitted curve at half-maximal effect; series mostly up to about 57 µM; % is scaled to controls: 0 for no effect and ±100 for the full control effect; nearly all actives have a fitted effect of over 65% in size
EPAC1 antag – EPAC1 (human) antagonism | hit rate 0.14% among 360,000 | AID 720709 | EPAC1 GEF assay, Rap1b-BODIPY-GDP exchange fluorescence | O95398 | Potency, µM (titrated, usually from 115 µM), for the others: at the highest dose activity change, negative = inhibition, usual class: inhibitors;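 also: potency is read from the fitted curve at half-maximal effect; plate controls were vehicle for no effect and positive control for full effect; nearly all actives have a fitted effect of over 50% in size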
IL2 activator – IL-2 activation; IL-2 activation reporter assay, cell-based qHTS; stimulated with anti-CD3/CD4/CD28 beads; in transgenic mouse T cells; activation, % (series mostly up to about 46 µM); hit rate 0.065% among 360,000; in the data active = activation above about 50%; inconclusive = mostly about 30% to 49%; also: 0% is about no effect
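Unstimulated transgenic mouse T cells; 60-min compound exposure; bead-based TCR/CD4/CD28 stimulation; 18 h culture, 37 degrees C; dual fluorescence (EGFP, DsRed) plate cytometry.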
FUS suppressor – suppressors of FUS proteinopathy in yeast; S. cerevisiae FUS-expressing, growth rescue, OD600, 24 h; Potency, µM (doses to about 76.6 µM), without a hit: top-dose growth rescue (activation), hits mostly activators; hit rate 0.24% among 390,000; AID 1347120;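 also: potency is read from the fitted curve at half-maximal effect; plate controls were DMSO vehicle for no effect and reference control for full effect; nearly all actives have a fitted effect of over 55% in size; some results filed as inactive show a strong effect at the top dose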
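S. cerevisiae expressing FUS from galactose induction served as the toxicity model. Growth after 24hr at 30C, read as absorbance at 600 nm, indicates suppression of toxicity; compounds dosed at several concentrations.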
WRN inhibitor – inhibitors of human WRN helicase | WRN helicase unwinding, fluorescent forked duplex, kinetic | Potency, µM (series often up to 114 µM), inactives show top-dose activity change, negative = inhibition, actives largely listed as inhibitors | hit rate 0.46% among 360,000 | AID 651768; also: potency is read from the fitted curve at half-maximal effect; % is scaled to controls: 0 for no effect and ±100 for the full control effect; nearly all actives have a fitted effect of over 55% in size
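Primary qHTS, 1536-well format. 20 nM WRN + compound, 15 min RT; start with 100 nM forked fluorophore/quencher duplex, 2 mM ATP (final); kinetic read ex 525/em 598 nm.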
PI5P4K alpha inh – inhibitors of human PI5P4K alpha | AID 652105 | P48426 | PI5P4Kalpha enzyme, ADP-Glo luminescence, 60 min; stronger effect = lower value | hit rate 1.2% among 330,000 | max response, %; active = max response of -50% or lower; inconclusive = between -30% and -50%; inactive = -30% or higher; also: value at the top dose of about 77 µM; % is scaled to controls: 0 for no effect and ±100 for the full control effect
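Controls without substrate or without enzyme flank wells where PI5P4Kalpha converts substrate using 5 microM ATP (final). Incubation lasts 60 minutes at room temperature; ADP formed is read by ADP-Glo luminescence.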
* hit, by the source's call; ? = inconclusive; . = not tested or not shown; [ ] = dose if it differs, or a comment. Unless noted, calls follow the shape of the dose curve; as a rule, active = well fitted curve in the direction sought with a large enough effect; inconclusive = small, poorly fitted or top-dose-only effect, or another doubt; inactive = no such curve, though single readings can be large; an effect the other way counts as inactive or inconclusive.

molecule	aSyn rescue	EPAC1 agonist	Abeta rescue	PLK1 PBD block	EPAC1 antag	IL2 activator	FUS suppressor	WRN inhibitor	PI5P4K alpha inh
COc1ccc(C(C(=O)NC2CCCC2)N(Cc2cccnc2)C(=O)Cc2cccs2)cc1OC (stereo not drawn)	-0.1%	-0.4%	8.8%	-8.1%	19.8%	1.5	14.5%	-0.2%	1.0
COc1ccccc1C(=O)NC(=O)CSc1cccc[n+]1[O-]	-0.5%	3.3%	-2.4%	-14.1%	5.2%	-0.5	1.5%	-1.6%	-2.9
COc1cc(NC(=O)c2cc(OC)c(OC)c(OC)c2)c2ncccc2c1	-2.6%	-14.5%	-0.1%	0.4%	-6.8%	-4.3	11.0%	-8.3%[57.1 µM]	6.0
COc1ccc(Nc2nc(-c3ccncc3)nc3ccccc23)cc1	13.2%	-2.8%	7.1%	-0.2%	-14.0%	-0.3	21.3%	-7.8%	2.2
Cc1cccn2c(=O)c(C=O)c(N3CC(C)OC(C)C3)nc12 (stereo not drawn)	16.0%	-11.2%	-12.3%	4.6%	-10.0%	-1.4	17.1%	13.7%	0.3
CN1CCC(OC(=O)c2cccc(Br)c2)CC1	.	-0.2%	13.4%	-1.3%	0.3%	-0.1	5.8%	-17.6%	-2.9
CCN(CC)Cc1c(C(=O)N/N=C/c2cccc(OCc3cccc(Cl)c3)c2)nnn1-c1nonc1N	27.1%	11.0%	.	-14.0%	-2.8%	0.6	-13.7%	-2.0%	-4.5
CC1=CC(c2ccccc2)n2nc(NC(=O)CCC(=O)O)nc2N1 (stereo not drawn)	-8.2%	10.1%	-18.2%	-14.8%	3.4%	0.1	5.8%	-8.5%	0.2
Cc1ccc(S(=O)(=O)N(C)C)cc1NC(=S)Nc1ccc2cn[nH]c2c1	0.9%	6.9%	-10.7%	-16.0%	6.4%	2.4	3.8%	-9.5%	-6.0
CCCCn1c(N)c(N(CC(C)C)C(=O)c2c(-c3ccccc3)noc2C)c(=O)[nH]c1=O	19.6%	11.4%	-2.4%	6.2%	-5.8%	1.2	-2.5%	-3.4%	-3.8
COc1ccccc1OCCNC(=O)c1cccc(S(=O)(=O)N2CC(C)OC(C)C2)c1 (stereo not drawn)	4.7%	7.2%	2.3%	3.7%	8.0%	-1.4	.	-1.0%	0.7
Cc1ccc(S(=O)(=O)N2CCCCC2)cc1NC(=O)CCCOc1ccccc1	2.4%	8.6%	7.4%	-1.7%	-14.6%	-4.2	10.5%	-7.5%	-0.6
CCOc1cc(C(c2c(C)[nH][nH]c2=O)c2c(C)[nH][nH]c2=O)cc(Br)c1OC	2.3%	-0.3%	-1.6%	?	-23.5%	-2.8	21.9%	-8.7%	14.5
COc1ccc(-n2nc(C(=O)O)c3ccccc3c2=O)c(OC)c1	0.5%	-3.0%	17.2%	-0.3%	18.0%	-1.0	18.5%	2.0%	.
OC(COc1ccc2c(c1)CCC2)CN1CCN(c2cccc(Cl)c2)CC1 (stereo not drawn)	-2.5%	23.1%	-10.8%	-3.1%	-23.0%	-2.9	18.2%	-8.2%	18.6
CCOc1ccc(-c2nnn(CC(=O)NCc3ccc(C)cc3)n2)cc1	1.3%	4.7%	7.5%	-1.7%	2.2%	-0.5	-13.3%	7.2%	8.7
CC(=O)c1ccc(-n2c(C)ccc2-c2ccccc2)cc1	-12.5%	3.2%	-10.8%	5.2%	-3.2%	-0.7	14.5%	-0.3%	.
Cc1cccn2cc(-c3ccc(F)cc3)nc12	-6.2%	4.5%	1.8%	-1.1%	1.9%	-0.3	-14.2%	-7.6%	-0.4
CN(C)CCN1CCN(C2CN(Cc3ccc([N+](=O)[O-])cc3)S(=O)(=O)C2)CC1 (stereo not drawn)	-1.2%	-7.8%	-17.9%	-7.9%	-10.1%	1.6	-24.7%	4.6%	-7.6
N#CCC(=O)Nc1ccc(C(=O)OCC(=O)N2CCN(C(=O)c3ccco3)CC2)cc1	0.9%	4.1%	-2.0%	-7.7%	-17.6%	-3.0	.	?	-21.9
Cc1ccc(OCC(O)Cn2c(NCCc3ccccc3)nc3c2c(=O)[nH]c(=O)n3C)cc1 (stereo not drawn)	-10.5%	7.3%	-13.3%	-4.3%	10.3%	1.0	3.8%	-1.2%	4.2
Cc1ccc(N2C(=O)CC(NNC(=O)Cc3ccc(F)cc3)C2=O)cc1Cl (stereo not drawn)	3.7%	1.0%	?	-4.6%	-20.4%	1.3	-12.1%	-2.0%	0.4
Cn1c(SCC(=O)c2ccc3c(c2)NC(=O)CO3)nc2ccccc21	2.3%	-0.1%	8.9%	-1.1%	-2.8%	-1.6	42.0%	-3.3%	-0.9
O=C(CSc1ncnc2c1oc1ccccc12)N1CCCc2ccccc21	.	5.0%	7.5%	-12.9%	-2.2%	-0.6	-20.8%	5.5%	0.2
CC(=O)Nc1sc(NC(=O)c2ccc([N+](=O)[O-])cc2)nc1-c1cccs1	-10.9%	0.0%	-8.4%	-14.6%	-0.2%	0.9	5.4%	-0.4%	-6.1

The final 2 entries of the part above are carried over, then new ones follow:
molecule	aSyn rescue	EPAC1 agonist	Abeta rescue	PLK1 PBD block	EPAC1 antag	IL2 activator	FUS suppressor	WRN inhibitor	PI5P4K alpha inh
O=C(CSc1ncnc2c1oc1ccccc12)N1CCCc2ccccc21	.	5.0%	7.5%	-12.9%	-2.2%	-0.6	-20.8%	5.5%	0.2
CC(=O)Nc1sc(NC(=O)c2ccc([N+](=O)[O-])cc2)nc1-c1cccs1	-10.9%	0.0%	-8.4%	-14.6%	-0.2%	0.9	5.4%	-0.4%	-6.1
Cc1cc(C)cc(OCC(=O)N/N=C/c2ccncc2)c1	-7.5%	-2.5%	19.6%	-17.5%	9.9%	0.9	0.9%	?	1.3
Cc1nc(-c2ccc3c(c2)OCCCO3)cs1	5.2%	2.6%	-2.5%	-15.0%	1.7%	-0.8	-9.5%	-28.1%	1.8
CCC(CO)NCc1ccc(Br)cc1 (stereo not drawn)	-2.7%	1.1%	-13.8%	-3.2%	18.3%	0.1	-7.0%	0.7%	0.9
CNC(=O)/C(C#N)=C/c1c(N2CCN(C)CC2)nc2c(C)cccn2c1=O	1.8%	1.7%	-9.1%	-10.1%	-6.0%	-3.5	-21.3%	-2.9%	-7.3
CSc1ccc(C2C(C#N)=C(N)Oc3c2ccc(=O)c2c(C)oc(C)c32)cc1 (stereo not drawn)	?	-1.6%	-1.7%	-14.2%	?	14.1	22.4µM*	?	-65.4*
CC(C)N=c1scc(-c2ccco2)n1/N=C/c1ccc(O)c(O)c1	12.6%	22.4%	-71.3%[inhibitor]	-13.6%	?	-2.2	23.3%	-14.5%	-3.1
COc1cccc2c1OC[C@@H](CO)[C@H]2N(C)C(=O)Nc1ccc(Cl)cc1	-0.4%	2.7%	17.0%	2.0%	3.7%	-1.6	19.1%	-9.0%	.
N#C/C(=C\c1ccc(OCc2ccc(F)cc2)cc1)C(=O)Nc1cccc(C(=O)O)c1	0.6%	-4.9%	2.8%	?	-0.8%	-0.3	4.6%	?	-15.8
COc1ccc([C@H]2/C=C\CN(S(=O)(=O)c3ccc(C)cc3)[C@@H](C)C(=O)N2Cc2ccc(F)cc2)cc1	-3.9%	9.0%	7.5%	-2.6%	-14.0%	-3.5	?	5.7%	2.2
CCc1cccc(CC)c1NC(=S)NCCc1ccc(O)c(O)c1	-1.7%	7.1%	0.0%	-29.0%	2.1%	-0.1	-22.7%	-4.1%	-0.1
CCn1c(SCC(=O)NC2CCCc3ccccc32)nnc1-c1cccs1 (stereo not drawn)	0.6%	6.5%	-4.3%	-12.7%	-7.2%	-0.6	-3.4%	-3.4%	?
COc1ccc(F)c(CN2CCC(n3nccc3NC(=O)C3CCOC3)CC2)c1 (stereo not drawn)	4.6%	3.4%	7.9%	7.7%	6.7%	-0.4	-2.8%	3.1%	3.1
O=C(NCC1CCCN1S(=O)(=O)c1cccs1)C(=O)Nc1ccc(F)cc1 (stereo not drawn)	6.4%	8.1%	0.2%	5.7%	-10.7%	-1.2	15.0%	3.6%	-7.3
Cc1ccccc1NC(=O)c1cccc(N2C(=O)C3C4CCC(C4)C3C2=O)c1 (stereo not drawn)	2.0%	-3.3%	3.9%	-4.5%	7.2%	-3.9	18.7%	3.3%	.
Cc1ccc(/C=C/C(=O)Nc2cc(S(N)(=O)=O)ccc2O)cc1	-11.2%	-6.2%	-4.6%	21.2µM*	2.1%	-1.7	14.6%	-9.7%	-18.7
O=C(c1cc(Cl)nc2ccccc12)N(Cc1nnc(-c2ccc(Cl)cc2)o1)C1CC1	2.2%	-1.8%	-29.9%	-4.0%	4.3%	-3.2	36.8%	9.0%	-4.9
O=C(CN(c1ccccc1)S(=O)(=O)c1ccccc1)Nc1ccc(F)cc1	2.1%	-9.5%	-5.0%	6.1%	5.2%	-3.9	-44.8%	3.3%	-0.4
NNC(=O)CN1C(c2cccc(Cl)c2)=Nc2ccc(Br)cc2C1c1ccccc1 (stereo not drawn)	-0.6%	16.3%	7.3%	-13.8%	-0.2%	-1.6	42.0%	3.1%	-2.6
COc1ccc(C)cc1NC(=O)CN1CCN(S(=O)(=O)c2ccc(F)cc2)CC1	7.0%	-3.1%	-0.1%	-19.7%	-8.2%	-2.5	12.4%	-2.0%	8.1
CC(C)NC(=O)C1(C)CCCN1C(=O)c1ccc2c(c1)C(C)(C)CCC2(C)C (stereo not drawn)	4.9%	-10.2%	0.2%	-1.5%	-4.4%	0.0	14.3%	0.5%	-5.5
CN(C)CCCOC(=O)CCc1ccccc1	7.4%	10.9%	16.0%	-5.0%	-8.2%	-0.5	-8.9%	-4.2%	-6.7
Cc1ccc(S(=O)(=O)CC(=O)Nc2ccc(Cl)cn2)cc1	-0.9%	1.6%	-3.2%	-3.0%	-23.9%	3.4	-7.3%	-2.1%	5.2
O=C(NCCCN1CCOCC1)c1cc2c(s1)-c1ccccc1OC2	-2.4%	8.7%	-8.2%	-19.6%	-3.0%	-3.5	17.0%	-0.2%	-2.6
Nc1nnnn1-c1cccc([N+](=O)[O-])c1	0.3%	-7.2%	-13.0%	-0.9%	-3.8%	-3.6	.	1.4%	11.8
